# USP8 inh = inhibitors of human USP8 deubiquitinase. inhibition, % at 20 µM. purified USP8, Ub-rhodamine cleavage fluorescence, 30 min. 47,000 tested, 4.2% active. P40818
# UCHL1 inh = human UCHL1 deubiquitinase inhibition; P09936; purified UCHL1, Ub-rhodamine cleavage fluorescence; inhibition, % at 20 µM; 47,000 tested, 0.2% active; AID 1645859
# USP28 block = inhibitors of human USP28 deubiquitinase | Q96RU2 | purified USP28, Ub-rhodamine cleavage fluorescence, 30 min | inhibition, % at 25 µM | 47,000 tested, 3% active
# USP17 inh = blocks human USP17 ubiquitin-rhodamine cleavage. 47,000 tested, 6.5% active. AID 1645855. inhibition, % at 50 µM. purified USP17, Ub-rhodamine cleavage fluorescence, 3 h
# USP10 block = human USP10 deubiquitinase inhibition. Q14694. purified USP10, Ub-rhodamine fluorescence, 60 min. inhibition, % at 20 µM. 47,000 tested, 1.1% active. AID 1645856
# Target sequence (Q14694 whole entry, looked up): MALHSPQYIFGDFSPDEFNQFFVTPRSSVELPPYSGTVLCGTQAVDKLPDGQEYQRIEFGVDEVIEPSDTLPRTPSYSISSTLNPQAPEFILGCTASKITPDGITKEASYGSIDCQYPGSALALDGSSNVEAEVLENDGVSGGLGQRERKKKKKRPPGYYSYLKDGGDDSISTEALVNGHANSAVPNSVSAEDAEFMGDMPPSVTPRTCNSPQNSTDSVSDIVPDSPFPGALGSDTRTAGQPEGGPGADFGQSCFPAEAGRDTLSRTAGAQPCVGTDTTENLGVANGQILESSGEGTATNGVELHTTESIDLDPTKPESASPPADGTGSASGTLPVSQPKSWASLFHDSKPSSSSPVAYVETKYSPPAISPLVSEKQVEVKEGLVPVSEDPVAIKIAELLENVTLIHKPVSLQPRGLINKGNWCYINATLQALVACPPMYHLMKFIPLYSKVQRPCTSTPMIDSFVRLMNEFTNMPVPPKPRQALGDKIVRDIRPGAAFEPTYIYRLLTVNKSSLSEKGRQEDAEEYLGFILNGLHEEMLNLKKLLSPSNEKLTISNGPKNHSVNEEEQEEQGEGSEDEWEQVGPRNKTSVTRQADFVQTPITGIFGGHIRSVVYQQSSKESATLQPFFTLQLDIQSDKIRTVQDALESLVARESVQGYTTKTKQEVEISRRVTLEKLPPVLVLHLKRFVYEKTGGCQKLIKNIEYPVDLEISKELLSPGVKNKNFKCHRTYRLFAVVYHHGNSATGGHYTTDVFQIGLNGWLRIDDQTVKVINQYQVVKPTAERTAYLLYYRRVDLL
# OTUD3 inh = human OTUD3 deubiquitinase inhibition; Q5T2D3; purified OTUD3, Ub-rhodamine fluorescence, 2 h; inhibition, % at 25 µM; 47,000 tested, 0.7% active; AID 1645858
# USP30 block = inhibitors of human USP30 deubiquitinase. Q70CQ3. purified USP30, Ub-rhodamine cleavage fluorescence. inhibition, % at 25 µM. 47,000 tested, 5.3% active. AID 1645860
# USP7 block = human USP7 deubiquitinase inhibition; Q93009; purified USP7, Ub-rhodamine cleavage fluorescence; inhibition, % at 20 µM; 47,000 tested, 0.3% active; AID 1645854
# An asterisk follows results filed as active; i = inactive; x = no result given. No stated cut-off is given here; in the data, active means inhibition above about 30%; inactive means the rest.
# Sample of the layout:
SMILES,USP8 inh,UCHL1 inh,USP28 block,USP17 inh,USP10 block,OTUD3 inh,USP30 block,USP7 block
CCc1ccccc1NC(=O)CN1CC[C@@H]2[C@@H](c3ccccc3)N(C(C)=O)C[C@]2(NC(C)=O)C1,13,-1,11,9,0,16,7,4
COc1ccc(NC(=O)C2C3C=CC4(O3)C2C(=O)N(Cc2ccc3c(c2)OCO3)C4C(=O)NC2CCCCC2)cc1 (stereo not drawn),-1,-1,1,3,0,0,1,-11
O=C(Nc1ccccc1)C1CCN(S(=O)(=O)c2cccc3cnccc23)CC1,-34,-3,1,19,2,-7,-9,-1
Cc1ccc(C)c(CN2C(=O)c3ccccc3S(=O)c3ccc(C(=O)N4CCN(c5ccccn5)CC4)cc32)c1 (stereo not drawn),30,9,24,18,3,7,39*,8
Cc1c(CNC(=O)c2ccccc2Cl)c(-n2cccc2)n(Cc2ccccc2)c1C,-119,-13,-43,-54,-7,-34,-139,-14
CNC(=O)NC1CCN(c2nc3cccnc3n(Cc3ccc(C)cc3)c2=O)CC1,-4,-1,-2,5,-1,-1,0,-8
Cc1nc(-c2ccc(O)c(C(=O)O)c2)cc(C2CCNCC2)n1,-217,0,1,-32,-1,3,-9,-2
CC1=C(C(=O)c2ccc(Cl)cc2)C(c2ccc(C)cc2C)NC(=O)N1 (stereo not drawn),-9,-28,-128,-57,-9,-98,-375,-40
Cc1cccc(OCc2nnc(SCC(=O)Nc3cccc(F)c3C)o2)c1,11,1,44*,0,1,2,25,6
CC1CS(=O)(=O)N(c2ccc(C(=O)NCCc3ccccc3F)cc2)C1=O (stereo not drawn),6,1,9,6,-1,10,23,5
O=C(COC(=O)C(Cc1c[nH]c2ccccc12)NC(=O)c1ccc(F)cc1)NCc1ccc(F)cc1 (stereo not drawn),-6,0,-4,9,9,-9,-3,-6
N#Cc1c2c(c3nncn3c1N1CCCC1)CN(Cc1ccccc1)CC2,-76,-18,-119,-102,-5,-94,-407,-20
Cn1c(SCC(=O)NCc2ccco2)nnc1-c1c[nH]c2ccccc12,20,4,20,19,2,7,9,3
COc1cc(NC(=O)c2ccc(OCc3ccccc3)cc2)ccc1NC(=O)c1ccco1,-34,-3,18,-12,-8,-35,-71,-6

# The listing, from the start:
SMILES,USP8 inh,UCHL1 inh,USP28 block,USP17 inh,USP10 block,OTUD3 inh,USP30 block,USP7 block
CCc1ccccc1NC(=O)CN1CC[C@@H]2[C@@H](c3ccccc3)N(C(C)=O)C[C@]2(NC(C)=O)C1,13,-1,11,9,0,16,7,4
COc1ccc(NC(=O)C2C3C=CC4(O3)C2C(=O)N(Cc2ccc3c(c2)OCO3)C4C(=O)NC2CCCCC2)cc1 (stereo not drawn),-1,-1,1,3,0,0,1,-11
O=C(Nc1ccccc1)C1CCN(S(=O)(=O)c2cccc3cnccc23)CC1,-34,-3,1,19,2,-7,-9,-1
Cc1ccc(C)c(CN2C(=O)c3ccccc3S(=O)c3ccc(C(=O)N4CCN(c5ccccn5)CC4)cc32)c1 (stereo not drawn),30,9,24,18,3,7,39*,8
Cc1c(CNC(=O)c2ccccc2Cl)c(-n2cccc2)n(Cc2ccccc2)c1C,-119,-13,-43,-54,-7,-34,-139,-14
CNC(=O)NC1CCN(c2nc3cccnc3n(Cc3ccc(C)cc3)c2=O)CC1,-4,-1,-2,5,-1,-1,0,-8
Cc1nc(-c2ccc(O)c(C(=O)O)c2)cc(C2CCNCC2)n1,-217,0,1,-32,-1,3,-9,-2
CC1=C(C(=O)c2ccc(Cl)cc2)C(c2ccc(C)cc2C)NC(=O)N1 (stereo not drawn),-9,-28,-128,-57,-9,-98,-375,-40
Cc1cccc(OCc2nnc(SCC(=O)Nc3cccc(F)c3C)o2)c1,11,1,44*,0,1,2,25,6
CC1CS(=O)(=O)N(c2ccc(C(=O)NCCc3ccccc3F)cc2)C1=O (stereo not drawn),6,1,9,6,-1,10,23,5
O=C(COC(=O)C(Cc1c[nH]c2ccccc12)NC(=O)c1ccc(F)cc1)NCc1ccc(F)cc1 (stereo not drawn),-6,0,-4,9,9,-9,-3,-6
N#Cc1c2c(c3nncn3c1N1CCCC1)CN(Cc1ccccc1)CC2,-76,-18,-119,-102,-5,-94,-407,-20
Cn1c(SCC(=O)NCc2ccco2)nnc1-c1c[nH]c2ccccc12,20,4,20,19,2,7,9,3
COc1cc(NC(=O)c2ccc(OCc3ccccc3)cc2)ccc1NC(=O)c1ccco1,-34,-3,18,-12,-8,-35,-71,-6
Cc1c(C)n(CCN(C)C)c2ncn3nc(-c4ccccc4O)nc3c12,-11,-6,-12,-17,-6,-2,-25,-10

# Grouped by structure: the entries above containing a furan ring, fused or not.
SMILES,USP8 inh,UCHL1 inh,USP28 block,USP17 inh,USP10 block,OTUD3 inh,USP30 block,USP7 block
Cn1c(SCC(=O)NCc2ccco2)nnc1-c1c[nH]c2ccccc12,20,4,20,19,2,7,9,3
COc1cc(NC(=O)c2ccc(OCc3ccccc3)cc2)ccc1NC(=O)c1ccco1,-34,-3,18,-12,-8,-35,-71,-6

# (cont.)
SMILES,USP8 inh,UCHL1 inh,USP28 block,USP17 inh,USP10 block,OTUD3 inh,USP30 block,USP7 block
CCOC(=O)C1(Cc2cc(-c3cccc(C)c3)no2)CCN(Cc2ccc(O)cc2)CC1,-3,8,0,-12,6,-14,-6,8
O=C(Cc1nnc(NC(=O)Nc2cccc(F)c2)s1)NCc1ccccc1,-9,-8,-21,-81,-3,-70,-244,-3
COc1cccc(C(=O)C2CC2c2ccc(Cl)cc2)c1 (stereo not drawn),-4,2,1,-1,7,7,1,8
CCCCC(=O)N1CCC2(CC1)NC(=O)N(CCOc1ccccc1)C2=O,-4,0,-3,0,3,-5,5,-1
O=C1COc2ccccc2N1Cc1noc(-c2ccccc2)n1,2,-1,72*,0,3,6,12,2
CC(=O)N1CC[C@@H]2Oc3ccccc3S(=O)(=O)N(CCN(C)C)[C@H]2CC1,-5,-2,-16,-9,0,-3,-1,2
CCOC(=O)CSc1ncnc2c1sc1nc(C(C)C)c3c(c12)CCC3,-11,-4,-5,-3,-1,-4,-9,2
N#Cc1ccccc1Cn1c(=O)n(CCC(=O)N2CC=C(c3ccccc3)CC2)c(=O)c2ccccc21,12,4,14,0,10,2,25,2
CC(=O)N[C@@]12CN(CC(=O)Nc3cccc(C)c3C)CC[C@@H]1[C@@H](c1ccccc1)N(C(C)=O)C2,15,2,14,15,-1,2,4,3
CC(C)Cn1c(CNC(=O)c2ccccc2F)nnc1SCC(=O)N1CCOCC1,-2,2,9,8,2,14,19,4
c1ccc(CN2CCC(Nc3ncnc4ccsc34)CC2)cc1,-32,-2,-1,-9,0,0,-9,-2
C\C=C(/C=C(C)/C=C/C=C/C=C(\C)C(=O)C1C(=O)N[C@@]2(O)CCO[C@@H]12)C(=O)OC (stereo partly drawn),-119,-23,-54,-82,-7,-51,-208,-23
O=C(NCCCN1CCOCC1)c1cc2ccccn2n1,0,-3,-12,-11,1,-11,-16,0
O=C(CC1CCN(C(=O)Nc2ccccc2)CC1)N1CCOCC1,9,-1,6,6,1,7,9,6
Cc1csc(-c2cc(S(=O)(=O)NC3CC3)c(C)n2C)n1,-10,2,11,3,1,6,16,1
COc1ccccc1NC1=NC(c2cccnc2)n2c(nc(C)cc2=O)N1 (stereo not drawn),-12,-7,-13,-1,-4,-9,-7,-7
CC(=O)c1ccc(N2CCN(Cc3nc4cc(Cl)ccc4c(=O)[nH]3)CC2)cc1,10,-4,0,9,-3,1,-31,-3
CC(=O)c1ccc(NC(=O)CSc2cn(CC(=O)N3CCCC3)c3ccccc23)cc1,-10,0,23,9,-1,9,16,1
COc1cc(C(=O)Nc2ncc3c(n2)CC(c2ccc(C)cc2)CC3=O)cc(OC)c1OC (stereo not drawn),-9,7,-4,-10,2,-11,-1,-146
CC1Cc2cc(S(=O)(=O)N3CCC(C(=O)NCc4cccs4)CC3)ccc2N1C(=O)C1CC1 (stereo not drawn),-7,-1,-13,0,1,-3,-28,-3
O=c1c2[nH]c3ccccc3c2ncn1CCN1CCNCC1,9,-1,2,-43,2,0,0,2
Cc1nn2c(CNS(=O)(=O)Cc3ccccc3F)c(C)nc2s1,1,-3,-2,1,0,0,-2,1
COc1ccc(Cl)cc1NC(=O)c1cc(S(=O)(=O)NCCC2=CCCCC2)ccc1F,5,5,-1,6,8,-7,-3,5
CC1CCCN(S(=O)(=O)c2cc(-c3nnc(C4CCCC4)o3)co2)C1 (stereo not drawn),-10,-2,-8,0,-4,3,-39,-3
COc1ccccc1N1CCN(C(=O)[C@H](C)N2CCN(c3nc4cc(Cl)ccc4s3)CC2)CC1,1,-2,-11,-12,2,-11,-21,1
O=C(Nc1ccc2c(c1)OCO2)N1CCCCCC1,5,0,-2,6,4,7,0,2
COc1ccc(-c2ccnc(SCC(=O)Nc3ccccc3F)n2)cc1,24,3,23,71*,0,21,65*,6
CN1CCN(c2nc3c(c(Nc4ccccc4)n2)C(=O)CCC3)CC1,3,3,-7,-20,-2,-1,6,-6
CC(=O)c1cccc(NC(=O)c2cc([N+](=O)[O-])ccc2N2CCOCC2)c1,-125,0,5,-19,1,10,5,3
Cc1cccc(-n2cc(-c3ccccc3)c3c(NCc4ccc(F)cc4)ncnc32)c1,0,5,-11,-19,8,-8,-20,7
CSc1cccc(NC(=O)CCc2c(C)nc3ncnn3c2C)c1,0,-4,-2,-4,-2,-3,1,x
CN(C)c1cc(C2CCCN2C(=O)C2CN(S(C)(=O)=O)C2)ccn1 (stereo not drawn),22,0,15,8,1,17,22,6
COc1cccc(NC(=O)c2cc(CN3CCCC3)on2)c1,6,-3,21,-3,0,-5,-15,-3
O=C(NCCc1ccccc1)[C@@H]1C=CCN1C(=O)C1CC1,2,0,-3,9,0,-3,9,2
Cc1cc(-c2ccccc2)cc(C2CCCN(C(=O)c3ccccc3)C2)n1 (stereo not drawn),0,2,-8,-4,5,-13,11,-4
O=C(C1CC1)N1CCC2(CCN2Cc2ccc(F)cc2)C1 (stereo not drawn),-40,-2,-6,-5,0,-4,6,2
COc1cc(C(=O)Nc2ccc(C#N)cc2)ccc1OCC(=O)Nc1ccccc1C(F)(F)F,-14,2,-14,15,27,-24,-32,11
CN(Cc1nc2ccccc2c(=O)[nH]1)C(=O)CCc1ccc2c(c1)OCO2,4,0,0,-1,1,-7,6,-1
COCCNC(=O)c1ccn(-c2ccc3ccc(-c4cnn(C)c4)cn23)n1,-92,-92,-223,-178,-5,-204,i,-95
COc1ccc(NC(=O)C2C3C=CC4(O3)C2C(=O)N(Cc2ccc(F)cc2)C4C(=O)NC2CCCCC2)cc1 (stereo not drawn),19,1,7,11,2,5,24,-135
Cc1nn(CCC(=O)O)c2nc(-c3cccnc3)cc(C(F)(F)F)c12,8,2,-4,0,6,-2,0,0
Cn1cc(CC(=O)NCc2ccc3c(c2)OCO3)c2cccnc21,-31,-2,3,-11,-2,-2,-7,-2
COc1ccc(-c2nnn(CC(=O)NCCc3ccccc3)n2)cc1OC,0,1,12,47*,-1,5,22,5
Cc1cccc(O)c1C(=O)O[C@H](C)c1cccc2nc3c(C(=O)O)cccc3nc12,-6,-2,13,38*,7,4,-2,-1
COCCCN1C(=O)C(CC(=O)Nc2ccc(C)c(Cl)c2)n2c1nc1ccccc12 (stereo not drawn),10,8,1,5,2,-5,-9,-3
Cc1ccc(NC(=O)c2ccc3nn(CC(=O)Nc4ccc(F)cc4F)c(=O)n3c2)cc1,57*,-1,-25,68*,3,15,10,17
COc1ccc(NC(=O)CSc2nnc(C(C)Oc3ccccc3)n2C)cc1 (stereo not drawn),-31,-3,1,-15,2,-3,-3,-5
O=C(NCC1CCCO1)c1cc(-c2ccncc2)n[nH]1 (stereo not drawn),3,-1,-3,4,2,0,8,2

# No enrichment for hits. About 14% of those tested had a hit in this group.
